SIRT5 block – SIRT5 desuccinylase inhibitors, primary screen, biochemical, fluorescence imaging, single point, set 5. NAD-dependent protein deacylase sirtuin-5, mitochondrial (Homo sapiens), Q9NXA8. Purified SirT5, succinyl-peptide AMC, trypsin-coupled fluorescence. inhibition, % at 15 µM. 330,000 tested, 1.1% active; in the data active = inhibition above about 15%; inconclusive = no clear call, values can overlap the other calls
Target sequence (Q9NXA8 whole entry, looked up): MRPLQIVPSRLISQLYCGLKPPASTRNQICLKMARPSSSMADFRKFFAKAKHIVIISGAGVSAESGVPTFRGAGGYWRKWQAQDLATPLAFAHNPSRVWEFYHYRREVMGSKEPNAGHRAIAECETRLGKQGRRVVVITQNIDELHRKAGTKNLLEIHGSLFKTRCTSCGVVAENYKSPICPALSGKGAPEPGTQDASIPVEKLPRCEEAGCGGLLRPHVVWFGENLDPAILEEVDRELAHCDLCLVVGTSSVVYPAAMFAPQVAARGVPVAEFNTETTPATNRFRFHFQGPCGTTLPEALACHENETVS
Cneo AK release – Cryptococcus neoformans cell lysis inducers, primary screen, AK release luminescence, single concentration; 360,000 tested, 0.2% active; C. neoformans lysis, adenylate kinase release luminescence, 4 h; normalised: neutral wells 0, clomiphene wells 100; lysis activity, % at 15 µM;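 active = mean lysis activity across replicates of at least 80%, whatever share of replicates individually reach that level; inactive = mean lysis activity below 80%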
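Material: C. neoformans cells | Amount: Yeast cell density of 5 × 10^6 cells/mL | Medium: Fresh YPD growth medium | Dosing: Single dose | Times: Static 4 h at 37 °C with compound, 1 h detection | Detection: AK luminescence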
S100A4 MyoIIA – inhibitors of S100A4-myosin IIA peptide binding, primary screen, biochemical, fluorescence polarization, TAMRA-MyoIIA peptide. Protein S100-A4 (Homo sapiens), P26447. inhibition, % at 10.7 µM. 360,000 tested, 0.14% active. AID 652163, 2013;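 active = mean inhibition of at least 70% across replicates, with every replicate also reaching that level; inconclusive = mean inhibition reaches 70% but some replicates fall short; inactive = mean inhibition below 70%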
Target sequence (P26447 whole entry, looked up): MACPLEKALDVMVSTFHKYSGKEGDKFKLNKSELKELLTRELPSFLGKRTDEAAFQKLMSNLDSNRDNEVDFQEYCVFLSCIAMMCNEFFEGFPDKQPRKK
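Test system: S100A4 monomer protein. Medium: HEPES buffer with Ca2+, pH 7.2. Reagent: fluorescent myosin IIA peptide, 5 nM. Compound dosing: single-point compound testing. Timing: 5 min between mix addition and reading. Benchmarks: DMSO neutral and TFP positive wells.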
XiGFP reactiv – activators of inactive X chromosome reactivation, primary screen, imaging, XiGFP fibroblasts, GFP high-content imaging, set 2. XiGFP mouse fibroblasts, % GFP-positive cells imaging, 3 d; cells co-treated with 5-aza-dC sensitizer; scaled so ellipticine positive control = 100%. activation, % at 7.58 µM. 360,000 tested, 0.055% active;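 active = mean normalized replicate activation at least 10% and every replicate at or above 10%; inconclusive = only one of the two criteria met; inactive = mean below 10% and not all replicates reach 10%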;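 note: 0% = median of on-plate neutral control wells and 100% = ellipticine 6 µM median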
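Material: XiGFP fibroblasts, SV40-immortalized; Buffer or medium: DMEM containing 5-aza-dC; Compound dosing: single point; Times: 3 days compound exposure.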
ERAP1 HTS inh – human ERAP1 aminopeptidase inhibitors, primary screen, biochemical, single point, plate reader; Endoplasmic reticulum aminopeptidase 1 (Homo sapiens), Q9NZ08; recombinant ERAP1, Leu-AMC fluorescence, 60 min; inhibition, % at 10.7 µM; 340,000 tested, 0.15% active;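 active = mean replicate inhibition of at least 30%, or all replicates individually reaching that 30% level; inactive = mean below 30% and not every replicate reaching it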;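 note: 0% = neutral control wells and 100% = L-leucinethiol positive control wells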
C2C12 statin – suppressors of statin myotoxicity in C2C12 myotubes, primary screen, cell-based, single point, plate reader; C2C12 myotubes + simvastatin, ATP luminescence, 48 h; scaled: DMSO 0, geranylgeraniol control 100; 330,000 tested, 0.78% active; rescue of ATP level, % at 7.49 µM; AID 602340, 2012;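 active = mean ATP rescue above about 67%, or every replicate alone reaching that limit, limit read from the data, passing the limit was not always enough; inconclusive = no clear call, values can overlap the other calls; inactive = mean under the limit and some replicate under it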;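 note: myotubes were challenged with 10 µM simvastatin during compound exposure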
PGC1a acetyl inh – inhibitors of PGC1a acetylation signal, primary screen, cell-based, U2OS, AlphaScreen, inhibitor mode; inhibition, % at 15.6 µM; 350,000 tested, 0.17% active; AlphaScreen anti-acetyl-lysine; with virally co-expressed GCN5 acetyltransferase; AID 651687, 2012;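 active = every replicate shows inhibition of at least 40%; inconclusive = mean inhibition at least 40% but some replicate below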;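 note: 0% = neutral control wells and 100% = positive control wells; some results beyond the cut were filed as inactive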
LGR2 inh – inhibitors of bursicon-induced LGR2 CRE-luciferase signal, primary screen, cell-based, HEK293, CRE-luciferase reporter, bursicon stimulation. bursicon-stimulated, 4 h. inhibition, % at 9.99 µM. 380,000 tested, 0.35% active;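 active = drop in luminescence signal, shown as inhibition above about 50% in the replicate tests, limit read from the data, passing the limit was not always enough; inconclusive = probably only some replicates passing the limit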;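 note: agonist challenge used bursicon conditioned medium at about half maximal strength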
* hit, by the source's call; ? = inconclusive; . = not tested or not shown; & = joins results of further samples.

Start of the data: the first 13 compounds (preview)
SMILES	SIRT5 block	Cneo AK release	S100A4 MyoIIA	XiGFP reactiv	ERAP1 HTS inh	C2C12 statin	PGC1a acetyl inh	LGR2 inh
COc1ccc(/C(=C/Nc2cccc(Br)c2)C(C)=O)cc1OC	-4	.	-1	-0.1	10	.	-1	-19
COc1ccc2c(c1)NC1(O)c3ccccc3C(=O)C21O (configuration not stated)	.	-3	.	.	.	-15	-1	-6
Cc1ccccc1C(=O)O/N=C(\N)c1ccc([N+](=O)[O-])cc1	-4	3	-3	0.3	0	-4	-21	-34
Cn1c(=O)c2c(nc(N3CCCCC3)n2CC(O)COc2ccccc2)n(C)c1=O (configuration not stated)	-5	-2	1	0.0	-1	-6	.	2
COC(=O)C1=NN(C(=O)c2ccccc2)C(O)(c2ccc([N+](=O)[O-])cc2)C1 (configuration not stated)	9	1	0	0.0	8	-13	-115	3
CS(=O)(=O)N(CC(=O)NCc1ccco1)c1cccc([N+](=O)[O-])c1	-2	-1	-3	0.3	-2	3	.	-25
CCC1(C(=O)OC)NC(c2ccco2)C2C(=O)N(c3ccc(F)cc3)C(=O)C21 (configuration not stated)	.	.	-1	0.2	-3	.	-4	28
Cc1cc(Nc2cccc(Cl)n2)n(-c2ccccc2)n1	-7	-2	2	-0.4	-2	9	-17	6
CCc1ccc(CNC(=O)C2CCCN(c3nn4c(=O)cc(C)nc4s3)C2)cc1 (configuration not stated)	4	0	-1	0.1	6	3	-12	-5
CC(=O)OCc1cc(-c2nc3ccccc3[nH]c2=O)nn1-c1ccc(Cl)cc1	0	.	-2	0.1	-1	.	.	-1
C[C@H]1CN([C@@H](C)CO)C(=O)c2cccc(NS(=O)(=O)c3ccc(F)cc3)c2O[C@H]1CN(C)Cc1ccccc1	3	-2	13	0.0	4	18	5	5
COC(=O)CSC(=S)N1CCCC(C)C1 (configuration not stated)	-2	.	2	0.0	1	.	2	-6
CN1C(=O)/C(=C2/C=Cc3ccccc3N2CCCS(=O)(=O)O)SC1=S	.	2	.	.	.	1	0	0

This part in full, repeating the preview:
SMILES	SIRT5 block	Cneo AK release	S100A4 MyoIIA	XiGFP reactiv	ERAP1 HTS inh	C2C12 statin	PGC1a acetyl inh	LGR2 inh
COc1ccc(/C(=C/Nc2cccc(Br)c2)C(C)=O)cc1OC	-4	.	-1	-0.1	10	.	-1	-19
COc1ccc2c(c1)NC1(O)c3ccccc3C(=O)C21O (configuration not stated)	.	-3	.	.	.	-15	-1	-6
Cc1ccccc1C(=O)O/N=C(\N)c1ccc([N+](=O)[O-])cc1	-4	3	-3	0.3	0	-4	-21	-34
Cn1c(=O)c2c(nc(N3CCCCC3)n2CC(O)COc2ccccc2)n(C)c1=O (configuration not stated)	-5	-2	1	0.0	-1	-6	.	2
COC(=O)C1=NN(C(=O)c2ccccc2)C(O)(c2ccc([N+](=O)[O-])cc2)C1 (configuration not stated)	9	1	0	0.0	8	-13	-115	3
CS(=O)(=O)N(CC(=O)NCc1ccco1)c1cccc([N+](=O)[O-])c1	-2	-1	-3	0.3	-2	3	.	-25
CCC1(C(=O)OC)NC(c2ccco2)C2C(=O)N(c3ccc(F)cc3)C(=O)C21 (configuration not stated)	.	.	-1	0.2	-3	.	-4	28
Cc1cc(Nc2cccc(Cl)n2)n(-c2ccccc2)n1	-7	-2	2	-0.4	-2	9	-17	6
CCc1ccc(CNC(=O)C2CCCN(c3nn4c(=O)cc(C)nc4s3)C2)cc1 (configuration not stated)	4	0	-1	0.1	6	3	-12	-5
CC(=O)OCc1cc(-c2nc3ccccc3[nH]c2=O)nn1-c1ccc(Cl)cc1	0	.	-2	0.1	-1	.	.	-1
C[C@H]1CN([C@@H](C)CO)C(=O)c2cccc(NS(=O)(=O)c3ccc(F)cc3)c2O[C@H]1CN(C)Cc1ccccc1	3	-2	13	0.0	4	18	5	5
COC(=O)CSC(=S)N1CCCC(C)C1 (configuration not stated)	-2	.	2	0.0	1	.	2	-6
CN1C(=O)/C(=C2/C=Cc3ccccc3N2CCCS(=O)(=O)O)SC1=S	.	2	.	.	.	1	0	0
CCOC(=O)C1CCCCN1C(=O)c1ccc2nc(Cc3ccc(OC)cc3)oc2c1 (configuration not stated)	-6	-6	-4	0.1	7	9	-9	-2
COC(=O)c1ccc(NCc2cc(O)ccc2O)cc1O	1	.	1	0.4	-1	-32	.	42
C[C@H]1CN([C@@H](C)CO)C(=O)Cc2cc(NS(C)(=O)=O)ccc2O[C@H]1CN(C)C(=O)Nc1cccc2ccccc12	3	-3	0	0.1	3	-8	-1	6
CCOC(=O)N1CCN(C(=O)C2CCCN(S(=O)(=O)c3ccc(OCC)cc3)C2)CC1 (configuration not stated)	6	3	1	0.0	0	2	0	-13
Cc1ccc(NCN2C(=O)C(=O)c3ccccc32)nc1	.	4	.	0.6	.	3	8	4
C[C@H](CO)N1C[C@H](C)[C@H](CN(C)C)Oc2cc(C#CC3CCCCC3)ccc2S1(=O)=O	-2	2	?	0.0	-4	17	-31	-23
CCc1cccc(NC(=O)C2CCN(c3ncnc4sc(C)c(C)c34)CC2)c1	-3	1	-9	-0.6	0	-5	9	10
CS(=O)(=O)Nc1ccc(C2=NN(C(=O)CCCC(=O)O)C(c3cccs3)C2)cc1 (configuration not stated)	-84	-2	1	0.0	-1	-7	5	27
CCCCCCN1C[C@@H](O)[C@H](n2cc(-c3ccc(F)cc3)nn2)C[C@@H]1c1ccc(OC)cc1	-2	-1	-2	-0.1	11	6	16	-3
COC(=O)c1ccc(C(=O)N2CCCCCC2(C)C(=O)NC(C)C)cc1 (configuration not stated)	.	-3	1	0.2	-4	-11	8	-9
C[C@@H]1CN([C@H](C)CO)C(=O)Cc2cc(NC(=O)CCCCCC(=O)Nc3ccccc3N)ccc2O[C@H]1CN(C)Cc1ccc2c(c1)OCO2	.	92*	1	0.9	2	19	3	1
COc1cc(C2c3cc4c(cc3OC(NNC(N)=S)C2C)OCO4)cc(OC)c1OC (configuration not stated)	2	.	-1	0.7	0	-38	-2	2
CC(C)NC(=O)Nc1ccc2c(c1)C(=O)N([C@H](C)CO)C[C@H](C)[C@H](CN(C)C(=O)C1CCCCC1)OCCCC[C@@H](C)O2	.	.	.	0.1	.	16	3	10
COc1ccc(C(C)=O)cc1CSc1nnc(-c2ccncc2)n1C	0	0	0	0.0	4	-7	4	-13
COc1ccccc1NC(=O)N[C@@H]1CC[C@H](CCNS(=O)(=O)c2ccc(Cl)cc2)O[C@H]1CO	5	0	2	-0.2	-3	-8	-8	10
CCCCN(CCCC)C(=O)C[n+]1cccc(/C=N/O)c1	-2	0	2	0.3	-6	4	-5	-11
CC(C)CC(=O)N[C@H](C(=O)N[C@H](C(=O)N[C@@H](CC(C)C)[C@@H](O)CC(=O)N[C@@H](C)C(=O)N[C@@H](CC(C)C)[C@@H](O)CC(=O)O)C(C)C)C(C)C	-3&0	-1&0	0&-2	0.0&0.1	0&-5	-2&-5	-8&-9	-1
C[C@@H]1CN([C@H](C)CO)C(=O)c2cc(-c3cccc(F)c3)cnc2O[C@H]1CN(C)C(=O)C1CCC1	0	42	7	-0.8	-2	6	-2	9
CC(C)[C@H](NC(=O)N1c2ccccc2NC(=O)[C@@H]1C(C)C)C(=O)N[C@@H](Cc1c[nH]c2ccccc12)C(=O)O	.	0	-7	.	.	0	9	6
Cc1ccccc1S(=O)(=O)Nc1nc2ccccc2nc1N1CCOCC1	.	6	.	.	.	31	2	-3
CCOC(=O)Cc1csc(NC(=O)c2cc(C)on2)n1	0	2	-3	0.0	-4	-7	.	0
CN1Cc2c(N3CCOCC3)nc(SCCC#N)c(C#N)c2CC1(C)C	1	0	-9	-0.1	2	.	-2	8
COc1ccc(C(=O)NCc2ccccc2CN2CCCC2)cc1S(=O)(=O)Nc1ccc(C)cc1	1	13	-7	-0.1	1	4	-5	-4
Cc1ccc(OCC(=O)NCCCNC(=O)c2ccc(C)nc2)cc1	-4	21	1	-0.1	-2	0	6	-3
O=C(NNc1ncnc2c1cnn2-c1ccccc1)c1ccco1	17*	2	-3	0.0	-2	.	-6	-8
CSc1cccc(NC(=O)C2CCN(S(=O)(=O)c3cnc[nH]3)CC2)c1	0	-1	0	0.0	4	2	-6	7
C[C@H]1CN([C@@H](C)CO)C(=O)c2cccc(NS(=O)(=O)c3ccccc3)c2O[C@H]1CN(C)C(=O)Nc1ccc(C(F)(F)F)cc1	9	3	-5	-0.5	-3	-44	1	8
Cc1ccc(-n2nc3c(=O)n(CC(=O)NCCC4=CCCCC4)nc(C)c3c2C)cc1	-1	-3	1	0.0	1	11	3	3
O=C(Nc1ncn[nH]1)c1cc(S(=O)(=O)Nc2ccc(Cl)cc2)ccc1Cl	-2	.	-1	0.2	2	.	.	.
CCn1nnc(NC(=O)C(c2ccccc2)c2ccccc2)n1	4	7	4	0.0	-6	6	-4	-9
CC(C)CC(NC(N)=O)C(=O)Nc1ccc(Oc2ccccc2)cc1 (configuration not stated)	-2	.	-5	0.0	-1	.	-1	9
O=S(=O)(c1ccc(=S)[nH]c1)N1CCN(Cc2ccccc2)CC1	0	2	-1	0.2	3	11	0	-9
COc1ccc([C@H]2N[C@]3(CCCN(Cc4ccc(Br)cc4)C3=O)[C@H]3C(=O)N(C)C(=O)[C@@H]23)cc1	-1	-1	-8	0.3	1	11	5	36
O=C(COC(=O)c1ccccc1Cl)NC1CCCCCC1	-4	-1	2	0.0	4	15	20	-107
O=c1c2c3c(sc2n(CCN2CCOCC2)c(=O)n1C1CCCCC1)CCCCC3	-1	.	-4	-0.1	4	.	.	1

These rows are one share of the data; rates above refer to the full screens.
